phage Ecoli inh: E. coli growth loss with phage present; growth absorbance; inhibition, % at 11.9 µM; 0.26% of 360,000 active; in the data active means inhibition above about 11%
CAL PDZ FP-1: human CAL PDZ-peptide interaction inhibition; purified CAL PDZ, TMR-peptide fluorescence polarization, 1 h; 0.02% of 330,000 active; Q9HD26; inhibition, % at 20 µM; AID 504414;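 active means highest replicate inhibition of at least 40%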;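 further: plate controls were DMSO neutral control wells for no effect and unlabeled competitor peptide control wells for full effect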
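Control set: unlabelled peptide and DMSO controls / Material: purified CerCALP PDZ construct / Timing: 1 h incubation at room temperature before polarization reading / Doses: 20 µM, one dose / Detection: fluorescence polarization (mP)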
Wnt act: activates Wnt/beta-catenin signaling in a reporter cell assay; activator, plate reader; activation, % at 9.35 µM; 1.2% of 300,000 active; in the data active means activation above about 30%, passing the limit was not always enough;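 further: 0% = neutral control wells and 100% = positive control wells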
SR-BI HDL uptake: inhibitors of mouse SR-BI mediated HDL lipid uptake; ldlA[mSR-BI] CHO cells, DiI-HDL uptake fluorescence, 3 h; inhibition, % at 12.5 µM; 0.96% of 320,000 active; AID 488896;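 active means mean replicate inhibition of at least 70% and a set share of replicates each scoring 70 or more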;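 further: 0% = median of neutral control wells and 100% = median of positive control wells; values of inactives mirror those of a sister screen read the other way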
Target sequence (Q61009 whole entry, looked up): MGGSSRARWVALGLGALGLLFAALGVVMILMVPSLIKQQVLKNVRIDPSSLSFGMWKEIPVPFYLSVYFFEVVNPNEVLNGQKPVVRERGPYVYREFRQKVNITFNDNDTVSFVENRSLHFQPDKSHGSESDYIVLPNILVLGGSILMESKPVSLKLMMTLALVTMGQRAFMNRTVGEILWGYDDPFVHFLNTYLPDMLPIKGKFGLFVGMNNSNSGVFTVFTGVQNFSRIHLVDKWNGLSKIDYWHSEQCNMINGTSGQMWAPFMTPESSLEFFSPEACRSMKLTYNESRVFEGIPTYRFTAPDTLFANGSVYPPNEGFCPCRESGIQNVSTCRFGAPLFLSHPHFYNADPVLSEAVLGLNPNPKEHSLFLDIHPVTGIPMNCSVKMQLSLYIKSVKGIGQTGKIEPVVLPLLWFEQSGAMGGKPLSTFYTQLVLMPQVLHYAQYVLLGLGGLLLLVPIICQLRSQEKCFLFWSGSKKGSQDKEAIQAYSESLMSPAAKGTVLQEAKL
CAL PDZ FP-2: CAL PDZ (human) peptide binding inhibition; Q9HD26; purified CAL PDZ, TMR-peptide fluorescence polarization, 1 h; inhibition, % at 24.9 µM; 0.92% of 300,000 active; AID 602252;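 active means mean inhibition of at least 30% with at least half of replicates also reaching 30%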;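 further: 0% = DMSO neutral control and 100% = excess unlabeled competitor peptide PRC23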
AddAB inh: less growth of phage-infected E. coli with AddAB | E. coli expressing H. pylori AddAB, absorbance growth | 0.29% of 330,000 active | inhibition, % at 11.9 µM; in the data active means inhibition above about 12%;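 further: 0% = vehicle wells of infected cells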
E coli growth: reduces bacterial viability in AddAB counter-screen; E. coli V3065 growth, OD600 absorbance, 18 h; 0.27% of 330,000 active; inhibition, % at 11.9 µM; AID 449728;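 active means inhibition above the campaign's mean inhibition across all tested compounds plus 3 SD, cut at about 9.9% in these data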;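 further: uninfected addAB+ strain grown without phage in ampicillin broth; 0% = DMSO wells and 100% = ciprofloxacin 0.95 µg/ml wells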
MITF act: MITF TRPM1 promoter activation in melanoma cells; SK-MEL-5 TRPM1-promoter luciferase, 24 h; % of positive control, neutral wells = 0; activation, % at 12.5 µM; 0.75% of 300,000 active; AID 588334;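 active means mean activation of at least 80% with every replicate also reaching 80%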;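 further: 0% = neutral control wells and 100% = parthenolide positive control wells; values of inactives mirror those of a sister screen read the other way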
SR-BI uptake up: SR-BI HDL lipid transfer activation; 0.096% of 320,000 active; AID 504775; CHO ldlA[mSR-BI] cells, DiI-HDL uptake fluorescence, 3 h; 100 = double the neutral-control signal; activation, % at 12.5 µM;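 active means mean replicate activation of at least 60% and every replicate at or above 60%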;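 further: 0% = median plate neutral-control signal and 100% = twice that signal; values of inactives mirror those of a sister screen read the other way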
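system = CHO ldlA[mSR-BI] cells, LDL receptor-null, SR-BI overexpressing | medium = Ham's F12 with 0.5% BSA, HEPES 25 mM, pH 7.4 | probe or stimulus = DiI-HDL 10 µg/mL | compound dosing = single-point compound dose | incubation = compound exposure 3 h, 37 °C | technique = DiI fluorescence, bottom read | read-out = cell-associated DiI fluorescence as measure of HDL uptake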
Tat export inh: blocks Tat-dependent protein export in E. coli | inhibition, % at 10 µM | 0.036% of 340,000 active | E. coli MC4100 TorA-mCherry Tat export, fluorescence | AID 488895;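 active means mean replicate inhibition at least 50% and at least half of replicates individually reaching 50%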;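 further: exported cargo escapes ClpAP degradation while cytoplasmic cargo is degraded and loses fluorescence; 0% = median of neutral control wells and 100% = median of NaSCN control wells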
* hit, by the source's call.

CN1c2ccccc2C(C)(C)C12CC(CCl)=NO2 (centres undefined) was read as CAL PDZ FP-1 0.6, SR-BI HDL uptake -16.6, CAL PDZ FP-2 9.2, AddAB inh 1.7, E coli growth -2.3, MITF act -4.2, SR-BI uptake up 16.6 and Tat export inh 3.3.
`COc1cccc(OC)c1C(=O)NCCOc1cc(C)cc(C)c1` gave phage Ecoli inh 2.5, CAL PDZ FP-1 0.4, Wnt act -1.3, SR-BI HDL uptake -1.6, CAL PDZ FP-2 -4.6, AddAB inh -0.3, E coli growth -0.5, SR-BI uptake up 1.6 and Tat export inh -7.0.
`NC(=O)N=Nc1c(O)n(Cc2ccccc2)c2ccc(Br)cc12` gave phage Ecoli inh 2.4, CAL PDZ FP-1 0.0, Wnt act 0.1, SR-BI HDL uptake 18.0, CAL PDZ FP-2 0.1, SR-BI uptake up -18.0 and Tat export inh 6.5.
COc1ccc(NS(=O)(=O)c2ccc(N3CCOCC3)c(NC(=O)c3ccccc3Br)c2)cc1 was read as phage Ecoli inh 3.3, CAL PDZ FP-1 -1.2, Wnt act -0.1, CAL PDZ FP-2 -1.9, AddAB inh 3.2, E coli growth -0.3, MITF act 3.7 and Tat export inh 5.3.
Screening CC(=O)Nc1ccc(S(=O)(=O)NCCC(=O)NNC(=O)c2ccccc2O)cc1 returned phage Ecoli inh 2.7, CAL PDZ FP-1 0.5, Wnt act -1.4, SR-BI HDL uptake -4.5, CAL PDZ FP-2 -0.1, AddAB inh -2.6, E coli growth -0.2, MITF act -1.4, SR-BI uptake up 4.5 and Tat export inh 2.2.
COCCN1C(=O)C(CC(=O)Nc2ccccc2)SC1=Nc1ccc(OC)cc1 (centres undefined) was read as phage Ecoli inh -1.4, CAL PDZ FP-1 -0.4, SR-BI HDL uptake 9.3, AddAB inh 0.9, E coli growth 1.3, SR-BI uptake up -9.3 and Tat export inh -9.0.
Screening CC(C)OC(=O)CSc1nnc(-c2cnccn2)n1-c1ccc(Cl)cc1 returned phage Ecoli inh 1.2, CAL PDZ FP-1 -0.4, SR-BI HDL uptake 15.5, AddAB inh -0.7, E coli growth 2.7, MITF act 5.6, SR-BI uptake up -15.5 and Tat export inh 1.9.
`Cc1ccc(NC(=O)Cn2cc([N+](=O)[O-])nc2C)cc1C` gave phage Ecoli inh 5.8, CAL PDZ FP-1 0.2, Wnt act -1.2, SR-BI HDL uptake -12.1, CAL PDZ FP-2 -0.6, AddAB inh 7.4, E coli growth 4.5, MITF act -15.8, SR-BI uptake up 12.1 and Tat export inh -9.8.
For O=C1NC(Cc2ccc(O)cc2)c2nc3cc(Cl)ccc3c(=O)n2-c2cc(Cl)ccc21 (centres undefined) the results were phage Ecoli inh 1.5, CAL PDZ FP-1 0.4, Wnt act -5.5, SR-BI HDL uptake 23.2, CAL PDZ FP-2 -0.9, MITF act -19.1, SR-BI uptake up -23.2 and Tat export inh -0.1.
`CCOc1ccc(CCNC(=O)/C=C/c2ccco2)cc1OCC` gave phage Ecoli inh 0.9, CAL PDZ FP-1 -0.7, Wnt act 34.3*, SR-BI HDL uptake 7.6, MITF act 19.6, SR-BI uptake up -7.6 and Tat export inh 1.3.
`Cc1cccc(C2c3[nH]c4ccccc4c3CCN2Cc2cccn2-c2ncccn2)c1` (centres undefined) gave phage Ecoli inh 0.0, CAL PDZ FP-1 -0.3, Wnt act -2.0, SR-BI HDL uptake 25.3, CAL PDZ FP-2 -2.7, AddAB inh 2.3, E coli growth -1.1, MITF act 10.7, SR-BI uptake up -25.3 and Tat export inh 11.2.
Screening Cc1cc2c3c([nH]c2cc1S(=O)(=O)NCc1ccc(CN2CCCCCC2)o1)CCCC3=O returned phage Ecoli inh -2.5, CAL PDZ FP-1 0.1, Wnt act -0.9, SR-BI HDL uptake -2.9, CAL PDZ FP-2 0.9, AddAB inh 2.9, E coli growth -1.9, MITF act -5.3, SR-BI uptake up 2.9 and Tat export inh -2.2.
Cc1cc2c(nn1)CCC/C2=N\O was read as phage Ecoli inh 0.2, CAL PDZ FP-1 1.1, SR-BI HDL uptake -6.1, CAL PDZ FP-2 -3.0, AddAB inh 2.1, E coli growth -0.9, MITF act 10.9, SR-BI uptake up 6.1 and Tat export inh -3.1.
`COc1cccc(NC(=S)N(CCCN2CCCC2)Cc2cccn2Cc2ccc(Cl)cc2)c1` gave CAL PDZ FP-1 -3.5, Wnt act -0.3, SR-BI HDL uptake -25.3, CAL PDZ FP-2 -7.5, AddAB inh -0.6, E coli growth -1.7, MITF act 28.0, SR-BI uptake up 25.3 and Tat export inh -2.9.
For CC(C)(C)NC(=O)NC(=O)CN1CCN(Cc2ccccc2)CC1 the results were phage Ecoli inh 3.7, CAL PDZ FP-1 -1.0, Wnt act -0.4, SR-BI HDL uptake -13.5, AddAB inh -0.9, E coli growth 0.7, MITF act 4.6, SR-BI uptake up 13.5 and Tat export inh 0.8.

An excerpt from above in order of number of heavy atoms, ascending.
CN1c2ccccc2C(C)(C)C12CC(CCl)=NO2 (centres undefined) was read as CAL PDZ FP-1 0.6, SR-BI HDL uptake -16.6, CAL PDZ FP-2 9.2, AddAB inh 1.7, E coli growth -2.3, MITF act -4.2, SR-BI uptake up 16.6 and Tat export inh 3.3.
Screening CC(=O)Nc1ccc(S(=O)(=O)NCCC(=O)NNC(=O)c2ccccc2O)cc1 returned phage Ecoli inh 2.7, CAL PDZ FP-1 0.5, Wnt act -1.4, SR-BI HDL uptake -4.5, CAL PDZ FP-2 -0.1, AddAB inh -2.6, E coli growth -0.2, MITF act -1.4, SR-BI uptake up 4.5 and Tat export inh 2.2.
`COc1cccc(NC(=S)N(CCCN2CCCC2)Cc2cccn2Cc2ccc(Cl)cc2)c1` gave CAL PDZ FP-1 -3.5, Wnt act -0.3, SR-BI HDL uptake -25.3, CAL PDZ FP-2 -7.5, AddAB inh -0.6, E coli growth -1.7, MITF act 28.0, SR-BI uptake up 25.3 and Tat export inh -2.9.

The listing continues:
For CC(C)N1CCN(C(=O)c2ccc(OC3CCN(CCc4ccccc4)CC3)cc2)CC1 the results were phage Ecoli inh 1.2, CAL PDZ FP-1 -0.6, Wnt act 2.2, SR-BI HDL uptake -14.7, CAL PDZ FP-2 -8.1, AddAB inh -0.6, E coli growth -1.9, MITF act 12.4, SR-BI uptake up 14.7 and Tat export inh 6.1.
Screening COc1ccc(C(=O)N2CCN(Cc3ccccc3C(F)(F)F)CC2)cc1 returned phage Ecoli inh -1.4, Wnt act -2.7, CAL PDZ FP-2 0.5, AddAB inh 4.2, E coli growth -0.5, MITF act 1.1 and Tat export inh -4.4.
`COC(=O)C1=CN(Cc2ccc(OC)cc2)C=C(C(=O)OC)C1c1cc(OC)c(OC)c(OC)c1` gave CAL PDZ FP-1 0.3, SR-BI HDL uptake -24.7, CAL PDZ FP-2 9.3, AddAB inh 3.0, E coli growth 0.0, MITF act 18.6, SR-BI uptake up 24.7 and Tat export inh -2.3.
CC(=O)Nc1ccc(/C=C2\CCc3ccccc3C2=O)cc1 was read as phage Ecoli inh 1.3, CAL PDZ FP-1 0.5, Wnt act -1.2, SR-BI HDL uptake -13.7, CAL PDZ FP-2 -12.8, AddAB inh -1.5, E coli growth -1.0, MITF act 50.3, SR-BI uptake up 13.7 and Tat export inh -4.2.
`Cc1ccn2c(Nc3ccccc3C)c(-c3ccncc3)nc2c1` gave phage Ecoli inh 4.3, CAL PDZ FP-1 -2.4, SR-BI HDL uptake 20.1, CAL PDZ FP-2 -2.9, AddAB inh -1.2, E coli growth -1.6, MITF act 5.1, SR-BI uptake up -20.1 and Tat export inh 2.5.
CCSC1=C(C#N)C(c2cccs2)C(C(=O)OC)=C(C)N1 (centres undefined) was read as phage Ecoli inh 0.9, CAL PDZ FP-1 -2.8, Wnt act -0.6, SR-BI HDL uptake -1.7, AddAB inh 0.8, E coli growth -2.8, MITF act 3.6, SR-BI uptake up 1.7 and Tat export inh 3.0.
`CN(c1ccc(OCc2ccc([N+](=O)[O-])cc2)cc1)S(=O)(=O)c1ccccc1` gave phage Ecoli inh 2.1, CAL PDZ FP-1 -2.9, Wnt act -1.6, CAL PDZ FP-2 -3.2, AddAB inh 1.0, E coli growth 0.9, MITF act 4.6 and Tat export inh -1.1.
CC(OC(=O)CCNS(=O)(=O)c1cccs1)C(=O)Nc1ccc(S(N)(=O)=O)cc1 (centres undefined) was read as phage Ecoli inh 1.0, CAL PDZ FP-1 -0.9, Wnt act 7.9, SR-BI HDL uptake -2.4, CAL PDZ FP-2 -5.3, AddAB inh 0.9, E coli growth 2.6, MITF act -4.9, SR-BI uptake up 2.4 and Tat export inh -7.1.
`Cn1c(COc2ccc3ccccc3c2)nnc1SCC(N)=O` gave phage Ecoli inh 0.8, CAL PDZ FP-1 -3.4, Wnt act 7.4, SR-BI HDL uptake -1.4, AddAB inh 0.3, E coli growth 1.4, SR-BI uptake up 1.4 and Tat export inh 1.1.
`Cc1ccc(C(=O)Nc2ccc3c(c2)OCO3)cc1NC(=O)c1ccco1` gave phage Ecoli inh 1.5, CAL PDZ FP-1 -2.6, Wnt act -3.1, SR-BI HDL uptake 5.8, CAL PDZ FP-2 2.8, AddAB inh 0.2, E coli growth 0.8, MITF act 19.9, SR-BI uptake up -5.8 and Tat export inh -3.4.
O=[N+]([O-])c1ccc(-c2csc(NN=C3CCCC3)n2)cc1 was read as phage Ecoli inh 3.9, CAL PDZ FP-1 1.0, Wnt act 7.5, SR-BI HDL uptake 59.2, AddAB inh 2.2, E coli growth 0.9, MITF act 37.5, SR-BI uptake up -59.2 and Tat export inh -2.2.
Screening CC1(C)NC(=O)N(CC(O)COc2ccccc2[N+](=O)[O-])C1=O (centres undefined) returned phage Ecoli inh 4.1, CAL PDZ FP-1 -0.7, Wnt act -1.0, SR-BI HDL uptake -12.6, CAL PDZ FP-2 4.5, AddAB inh 2.8, E coli growth 2.5, MITF act 14.1, SR-BI uptake up 12.6 and Tat export inh -2.4.
`CCN(CC)S(=O)(=O)c1ccc(NC(=O)C2CCCN(C(=O)c3ccc(Cl)cc3)C2)cc1` (centres undefined) gave phage Ecoli inh 3.9, CAL PDZ FP-1 -0.5, Wnt act -2.0, SR-BI HDL uptake 28.1, AddAB inh 2.7, E coli growth 0.8, MITF act -1.7, SR-BI uptake up -28.1 and Tat export inh -0.3.
CCc1ccc(/C=C2\SC(=S)N(CCC(=O)Nc3cc(C)on3)C2=O)cc1 was read as phage Ecoli inh 1.9, CAL PDZ FP-1 -2.0, Wnt act -4.1, SR-BI HDL uptake 0.8, CAL PDZ FP-2 -0.8, AddAB inh 0.8, E coli growth -0.1, MITF act -38.5, SR-BI uptake up -0.8 and Tat export inh 8.3.
For Cc1nc(NCc2ccccc2)c(C(N)=O)c2c1COC(C)(C)C2 the results were phage Ecoli inh 2.6, CAL PDZ FP-1 1.1, SR-BI HDL uptake 27.9, AddAB inh 1.1, E coli growth -3.4, MITF act -7.8, SR-BI uptake up -27.9 and Tat export inh -12.7.
For CC(=O)N(C1=C(N)C(=O)c2ccccc2C1=O)C(C)C the results were phage Ecoli inh 2.7, CAL PDZ FP-1 -0.4, Wnt act -0.4, SR-BI HDL uptake -12.0, CAL PDZ FP-2 0.9, AddAB inh -1.6, E coli growth -1.1, MITF act -6.1, SR-BI uptake up 12.0 and Tat export inh -7.0.
